Assay outcomes (PubChem)
MC4R antagonist: blocks human MC4R cAMP signaling | P32245 | MC4R-expressing cells, MTII-stimulated cAMP, LANCE TR-FRET | inhibition, % at 6.5 µM | 0.48% of 360,000 active;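 active means inhibition above its plate's cutoff, the mean of tested wells on that plate plus 3 SD, cut at about 29% in these data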;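 further: 0% = Melanotan II alone and 100% = Melanotan II plus saturating MCL0020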
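Test system: U2OS cells stably expressing human melanocortin 4 receptor (MC4R); also added: Melanotan II challenge; compound: 6.5 µM single dose; timing: 30-min compound preincubation, 1-h Melanotan II challenge, 1-h detection, room temperature; signal: Eu-cAMP/anti-cAMP TR-FRET, emission 671 nm; repeats: one well per compound, no replicates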
TLR9-MyD88 inh: blocks human TLR9 binding to MyD88 | Q9NR96+Q99836 | CHO BLA complementation TLR9-MyD88, CCF4 FRET ratio | inhibition, % at 4.98 µM | 0.21% of 340,000 active;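 active means inhibition above the mean over all tested compounds plus 3 SD, cut at about 21% in these data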;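 further: 0% = DMSO only wells and 100% = clavulanate BLA inhibitor control wells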
Target sequence (Q99836 whole entry, looked up): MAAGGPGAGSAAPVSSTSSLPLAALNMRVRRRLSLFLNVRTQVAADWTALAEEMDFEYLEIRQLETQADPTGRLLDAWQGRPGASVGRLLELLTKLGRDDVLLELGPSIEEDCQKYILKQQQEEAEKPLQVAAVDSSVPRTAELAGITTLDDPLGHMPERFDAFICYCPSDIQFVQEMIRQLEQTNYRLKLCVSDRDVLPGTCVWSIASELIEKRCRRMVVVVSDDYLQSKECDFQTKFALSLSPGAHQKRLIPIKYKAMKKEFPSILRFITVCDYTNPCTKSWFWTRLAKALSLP
Target sequence (Q9NR96 whole entry, looked up): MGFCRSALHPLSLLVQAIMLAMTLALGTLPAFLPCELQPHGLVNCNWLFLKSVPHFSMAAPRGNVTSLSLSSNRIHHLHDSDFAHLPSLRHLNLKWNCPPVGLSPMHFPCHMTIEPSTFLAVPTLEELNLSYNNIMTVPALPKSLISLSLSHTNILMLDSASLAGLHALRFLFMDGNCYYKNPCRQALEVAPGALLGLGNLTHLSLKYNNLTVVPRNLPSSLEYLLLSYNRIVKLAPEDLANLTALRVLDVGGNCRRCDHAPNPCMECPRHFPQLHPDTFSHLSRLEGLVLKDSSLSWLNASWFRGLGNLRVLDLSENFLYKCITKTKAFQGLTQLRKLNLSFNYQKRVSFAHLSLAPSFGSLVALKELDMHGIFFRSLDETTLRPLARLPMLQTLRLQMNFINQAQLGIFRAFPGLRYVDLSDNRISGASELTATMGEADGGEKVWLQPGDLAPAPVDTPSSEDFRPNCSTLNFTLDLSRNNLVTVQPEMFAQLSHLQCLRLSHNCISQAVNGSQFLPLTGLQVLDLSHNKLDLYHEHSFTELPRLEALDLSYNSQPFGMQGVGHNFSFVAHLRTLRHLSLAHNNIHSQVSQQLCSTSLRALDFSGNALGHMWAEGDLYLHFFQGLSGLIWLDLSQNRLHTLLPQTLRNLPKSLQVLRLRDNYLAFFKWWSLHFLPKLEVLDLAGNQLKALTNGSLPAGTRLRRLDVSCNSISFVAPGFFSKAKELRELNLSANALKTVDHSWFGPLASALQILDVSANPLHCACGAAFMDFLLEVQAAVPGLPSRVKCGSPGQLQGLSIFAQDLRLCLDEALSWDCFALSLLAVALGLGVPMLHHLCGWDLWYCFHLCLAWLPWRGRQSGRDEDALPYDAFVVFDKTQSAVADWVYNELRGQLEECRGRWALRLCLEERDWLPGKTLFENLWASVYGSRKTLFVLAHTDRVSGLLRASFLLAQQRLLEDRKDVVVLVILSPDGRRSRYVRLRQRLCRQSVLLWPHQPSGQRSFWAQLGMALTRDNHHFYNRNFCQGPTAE
ABCB6 inh 2: inhibitors of human ABC transporter ABCB6. Q9NP58. AID 602162. 0.19% of 360,000 active. K562-ABCB6 porphyrin accumulation, flow cytometry, 1 h; active compounds read low. fluorescence ratio to DMSO, % at 10 µM;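 active means fluorescence ratio to DMSO below 75%, the collection mean minus 3 SD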;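 further: signal is porphyrin accumulated inside mitochondria; 100% equals median channel fluorescence of DMSO control wells; lower ratio means ABCB6 inhibition with less porphyrin fluorescence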
ABHD5-PLIN5 inh: inhibitors of human ABHD5-perilipin-5 interaction; inhibition, % at 4 µM; Split G. princeps luciferase complementation, luminescence, 4 h; AID 602281; 0.78% of 360,000 active; Q00G26+Q8WTS1;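 active means inhibition above the mean inhibition across every tested compound plus 3 SD, cut at about 22% in these data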;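 further: 0% = DMSO only wells and the 100% control is not disclosed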
MC4R ag barr: human MC4R agonism via beta-arrestin. AID 540308. 0.98% of 360,000 active. U2OS MC4R beta-arrestin complementation, luminescence; percent of melanotan II response, DMSO zero. P32245. activation, % at 8.9 µM;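 active means activation above a per-plate cutoff, the mean activation of sample wells on that plate plus 3 SD, cut at about 8% in these data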
NOD2 RIPK2 PPI: NOD2-RIPK2 protein interaction inhibition; O43353; CHO BLA complementation NOD2-RIPK2, CCF4 ratio; inhibition, % at 4.98 µM; 0.38% of 360,000 active; in the data active means inhibition above about 21%;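 further: 0% = vehicle only and 100% = reference blocker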
Vif imaging: blocks HIV Vif function; HEK293T cells, Vif self-association by quenched fluorescence, imaging, 24 h; inhibition, % at 7.49 µM; 0.35% of 340,000 active; in the data active means inhibition above about 50%, passing the limit was not always enough; further: some results filed as inactive read as strong as hits
Exocytosis inh: lytic granule exocytosis inhibition | inhibition, % at 10 µM | TALL-104 LAMP-1 surface exposure, flow cytometry; cells stimulated with thapsigargin and PMA | AID 651702 | 0.66% of 360,000 active;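 active means inhibition above about 55%, limit read from the data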
N-glyco inh: blocks N-linked glycosylation in D54 reporter cells; D54 ERlucT glycosylation luciferase reporter, 24 h; percent of 100 nM tunicamycin response; 0.23% of 360,000 active; reporter increase, % at 12.5 µM;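 active means mean luciferase reporter signal, scaled so untreated is 0 and the glycosylation-blocking control 100, at or above a set limit in every replicate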;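 further: luciferase carries N-glycosylation sites so blocking glycosylation raises the light; 0% = median of neutral control wells and 100% = median of 100 nM tunicamycin wells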
aDG glyco act: alpha-DG glycosylation activation; AID 624168; activation, % at 10 µM; Pro5-aDG cells, alpha-DG glycosylation AlphaScreen (IIH6); 0% Pro5, 100% B10-LARGE cell signal; 0.22% of 360,000 active;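 active means activation of at least 8% versus controls, or a plate z-score of at least 8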;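 further: Pro5 are CHO cells carrying HIG-tagged alpha-DG that lacks glycosylation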
Starred values were filed as active, the others as inactive; nt = not tested or not shown.

Values run as follows: MC4R antagonist | TLR9-MyD88 inh | ABCB6 inh 2 | ABHD5-PLIN5 inh | MC4R ag barr | NOD2 RIPK2 PPI | Vif imaging | Exocytosis inh | N-glyco inh | aDG glyco act
CCCCN1C(=O)c2ccc(C(=O)NC3(C)CCS(=O)(=O)C3)cc2C1=O (configuration not stated)
 : -1 | -9 | 119 | -7 | -1.1 | -12 | -4 | 0 | -1 | 0.0
CN1C2CCC1CC(NC(=O)c1cc(Cl)cc3[nH]cnc13)C2 (configuration not stated)
 : 12 | -2 | 100 | 1 | -0.1 | -6 | -4 | 0 | -1 | -0.2
O=C(CCc1nc(-c2ccccc2)c(-c2ccccc2)o1)OCc1ccc(Br)cc1
 : 3 | -5 | 98 | -14 | 3.5 | -10 | -4 | -5 | 1 | -0.2
CC(C)(C)NC(=O)C(c1ccc(-c2ccccc2)cc1)N(C[C@H]1CC[C@@H]([C@@H]2CC[C@H](CO)O2)O1)C(=O)c1ccc(-c2ccccc2)cc1 (some centres not stated)
 : 3 | -3 | 91 | 4 | 1.2 | 7 | nt | 8 | 0 | 0.4
Cc1ccc(C)c(NC(=O)CS(=O)(=O)c2cccc3nsnc23)c1
 : 3 | 1 | 97 | -1 | -1.5 | 1 | -8 | 0 | 1 | 0.0
O=S(=O)(NCCCc1ccccc1)c1ccc(Cl)cc1
 : 6 | 5 | 98 | -4 | 2.5 | 3 | 0 | -1 | 1 | 0.2
Cc1ccc(S(=O)(=O)NC(=O)Nc2ccc(N(C)C)cc2)cc1
 : -1 | 3 | 109 | -2 | -2.2 | -2 | 8 | 1 | -16 | -0.3
COc1cc(CN(C)C)cc(C=O)c1O
 : 2 | 6 | 94 | 2 | 2.4 | 2 | -7 | -3 | 0 | -0.2
COc1cc2c(cc1OC)C(c1cc([N+](=O)[O-])ccc1O)NCC2 (configuration not stated)
 : 6 | -3 | 99 | 1 | -2.2 | 0 | 0 | -7 | 1 | 0.1
Cc1c(C)c2ccc(OCC(=O)NCCCn3ccnc3)c(C)c2oc1=O
 : 9 | 0 | 100 | -3 | -3.3 | -8 | -1 | 1 | 5 | 0.0
Cc1ccc(C(=O)NC(C(=O)NC2CCCC2)c2ccccc2)cc1 (configuration not stated)
 : 5 | 3 | 98 | -7 | -1.4 | -14 | 5 | -2 | 0 | 0.0
CCOc1ccccc1-c1noc(CCCC(=O)NC2CCCCC2)n1
 : -4 | -2 | 90 | 2 | -1.6 | -9 | -5 | -4 | 1 | -0.1
Cc1ccccc1NC(=O)CCSc1nnnn1-c1ccccc1
 : 15 | -1 | 97 | 8 | 1.0 | 1 | -8 | -4 | -1 | 0.0
COCCSc1nnc(NC(=O)C2CC(=O)N(C3CCCC3)C2)s1 (configuration not stated)
 : 4 | -1 | 93 | -4 | -1.7 | 0 | -5 | -2 | -1 | -0.2
O=C(O)c1cc(Cl)c2ccccc2c1O
 : 13 | -3 | 99 | -6 | -0.8 | -3 | -9 | 1 | 3 | -0.3
Cc1c(C(=O)NCC2CCCO2)oc2ccc(S(=O)(=O)N3CC(C)CC(C)C3)cc12 (configuration not stated)
 : 1 | 2 | 102 | -1 | 0.9 | 3 | -15 | 3 | 1 | 0.2
O=C(Nc1ccc(CN2CCOCC2)cc1)c1ccc(-c2cccc(Cl)c2)o1
 : 3 | -2 | 97 | 6 | 2.4 | -6 | -17 | 1 | -2 | -0.5
Cc1cc(=O)oc2cc(OCC(=O)NC3(C#N)CCCCC3)ccc12
 : 8 | 2 | 99 | 5 | -0.8 | -10 | nt | -1 | -1 | 0.1
O=C(CSc1nnc2ccc(-c3ccccn3)nn12)Nc1ccccc1F
 : 3 | -1 | 99 | 0 | -2.4 | 5 | 11 | -8 | 3 | -0.2
CCOc1ccc(CCN2C(=S)N([C@@H](CC(C)C)CN3CCC[C@@H]3CN3C(=S)NC[C@@H]3Cc3ccc(O)cc3)C[C@@H]2Cc2ccc(O)cc2)cc1
 : nt | nt | 102 | 2 | nt | -8 | 1 | 24 | -7 | -0.4
CCCNC(=S)NNC(=O)c1cccs1
 : 12 | -10 | 99 | 1 | -1.0 | -9 | 3 | 2 | 4 | -0.2
CCc1c(C)nc2nc(SCc3ccccc3Cl)[nH]n2c1=O
 : -2 | 4 | 61* | -7 | -1.2 | -4 | 2 | -1 | 0 | 0.2
Cc1ccc(C)c(S(=O)(=O)Nc2ccc3oc(C)c(C(=O)O)c3c2)c1
 : 23 | -2 | 98 | -9 | -1.7 | -7 | 13 | -3 | 1 | -0.1
CCOC(=O)C(NC(=O)NCc1ccccc1OC)(OCC)C(F)(F)F (configuration not stated)
 : 3 | 2 | 100 | -1 | -0.3 | 3 | 2 | 8 | -1 | 0.3
CCn1c(CNC(=O)Cc2ccc(OC)cc2)nnc1SCCOc1ccccc1
 : 6 | -5 | 96 | 1 | -0.5 | -11 | -17 | -3 | -2 | 1.1
O=C(NNC(=O)c1ccccc1O)c1ccc(S(=O)(=O)Nc2ccccc2F)cc1
 : 11 | 2 | 104 | 0 | -0.7 | 2 | 5 | -15 | -1 | 0.0
CCn1cc(C(=O)NCCCN(CC(C)C)CC(C)C)c(=O)c2cc(S(=O)(=O)N(C)C3CCCCC3)ccc21
 : 18 | -6 | 104 | 4 | -0.8 | -1 | -2 | 26 | -3 | 0.2
CN(Cc1ccccc1)C(=O)CCS(=O)(=O)c1ccc2c(c1)NC(=O)CS2
 : 1 | -5 | 100 | -5 | -3.1 | -8 | 17 | 2 | -4 | 0.0
Cc1csc(-c2cc(C(=O)NCc3ccc(F)cc3)n[nH]2)c1
 : 16 | nt | 103 | -16 | -1.3 | 2 | 3 | -9 | -1 | 0.0
CCn1cc(C(=O)OCC(=O)Nc2cc(S(=O)(=O)N(C)C)ccc2C)c(=O)c2ccc(C)nc21
 : 5 | -1 | 91 | 2 | -1.8 | -8 | 13 | -2 | 4 | -0.1
COc1cccc(CC(=O)Nc2cc(S(=O)(=O)N3CCOCC3)ccc2N2CCOCC2)c1
 : 12 | 1 | 104 | 4 | -1.6 | 3 | -2 | -1 | 0 | 0.0
CC(=O)NS(=O)(=O)c1ccc(NC(=O)C(Sc2ccccc2)c2ccccc2)cc1 (configuration not stated)
 : 10 | -3 | 102 | 2 | 0.8 | -10 | nt | -1 | 1 | 0.1
CCC(=O)N1CCN(c2ccc(NC(=O)c3ccccc3)cc2)CC1
 : 1 | 0 | 104 | 6 | -1.0 | -1 | -3 | 0 | 0 | -0.1
COc1ccc(NS(=O)(=O)c2cccc(NC(=O)c3ccc(S(=O)(=O)N4CCCCCC4)cc3)c2)cc1
 : 7 | -7 | 90 | -11 | -1.9 | 0 | -15 | -1 | -5 | 4.5
C[C@H]1CN=C(Nc2ccccc2)N1CCc1ccc(F)cc1
 : 6 | -1 | 99 | 6 | -0.6 | 4 | nt | 7 | 3 | 0.2
C=CCn1c(-c2cc(-c3ccc(C)cc3)nc3ccccc23)n[nH]c1=S
 : -3 | -7 | 89 | -15 | -4.8 | 2 | -17 | 2 | 3 | -0.6
COc1ccc(-c2oc(=O)c3cc(OC)c(OC)cc3c2-c2ccc3c(c2)OCO3)cc1
 : 1 | -1 | 81 | -5 | -0.6 | -3 | 16 | 0 | -1 | -0.1
O=C(CCC(=O)Nc1ccccc1)NNC(=O)COc1ccccc1
 : 2 | -15 | 105 | -4 | -1.5 | -5 | 28 | -5 | 0 | -0.1
COc1ccc(-c2cc(C(F)(F)F)nc(SCC(=O)N(C)Cc3cn(C)nc3C)n2)cc1OC
 : 2 | -9 | 100 | 5 | -0.3 | -1 | -9 | -1 | 1 | 0.3
Cc1ccc(OC(=O)c2ccc(C)c([N+](=O)[O-])c2)cn1
 : 7 | 11 | 105 | 1 | -2.3 | 14 | 20 | 2 | 0 | -0.2
C=C(C)COc1ccc(-c2[nH]ncc2Oc2cccc(OC)c2)c(O)c1
 : 4 | 7 | 84 | -21 | 7.3 | 7 | -9 | -1 | -5 | 1.1
CCOC(=O)C1C(=O)NC(SCC(=O)Nc2nccs2)=C(C#N)C1c1ccccc1OCC (configuration not stated)
 : 1 | -15 | 99 | -45 | -0.6 | -1 | -6 | 0 | 0 | 0.1
Cc1cc(C)c2cc(C#N)c(NCCNC(=O)c3ccncc3)nc2c1
 : nt | nt | nt | 1 | nt | -20 | nt | 11 | nt | 0.1
Cc1ccc(C(=O)CNc2nc3c(c(=O)[nH]c(=O)n3C)n2Cc2ccccc2)cc1
 : 2 | 3 | 106 | -4 | -0.2 | -1 | 25 | -2 | 1 | 0.3
CCOC(=O)C1CCN(CCC(=O)Nc2ccc(Cl)cc2)CC1
 : 8 | -3 | 98 | 4 | -1.4 | 3 | -22 | 2 | 2 | -0.1
CC1CCCN(c2cc(N(C)CCO)c([N+](=O)[O-])c3nonc23)C1 (configuration not stated)
 : 2 | -18 | 99 | 9 | -1.8 | -9 | -4 | -2 | 0 | -0.3
Cc1ccc(C2=NOC(C)(c3nnc(-c4ccncc4)o3)C2)cc1 (configuration not stated)
 : 6 | -4 | 102 | 2 | 1.5 | -3 | 135* | -7 | 1 | 0.1
CO/N=C/C(NC(=O)c1ccc(C(F)(F)F)cc1)C(=O)OC (configuration not stated)
 : -1 | 0 | 96 | 7 | 2.2 | -1 | 4 | -2 | -1 | -0.1

A portion taken from the entries so far, for reference:
Values run as follows: MC4R antagonist | TLR9-MyD88 inh | ABCB6 inh 2 | ABHD5-PLIN5 inh | MC4R ag barr | NOD2 RIPK2 PPI | Vif imaging | Exocytosis inh | N-glyco inh | aDG glyco act
CCOC(=O)C1C(=O)NC(SCC(=O)Nc2nccs2)=C(C#N)C1c1ccccc1OCC (configuration not stated)
 : 1 | -15 | 99 | -45 | -0.6 | -1 | -6 | 0 | 0 | 0.1
Cc1cc(C)c2cc(C#N)c(NCCNC(=O)c3ccncc3)nc2c1
 : nt | nt | nt | 1 | nt | -20 | nt | 11 | nt | 0.1
Cc1ccc(C(=O)CNc2nc3c(c(=O)[nH]c(=O)n3C)n2Cc2ccccc2)cc1
 : 2 | 3 | 106 | -4 | -0.2 | -1 | 25 | -2 | 1 | 0.3
CCOC(=O)C1CCN(CCC(=O)Nc2ccc(Cl)cc2)CC1
 : 8 | -3 | 98 | 4 | -1.4 | 3 | -22 | 2 | 2 | -0.1
CC1CCCN(c2cc(N(C)CCO)c([N+](=O)[O-])c3nonc23)C1 (configuration not stated)
 : 2 | -18 | 99 | 9 | -1.8 | -9 | -4 | -2 | 0 | -0.3
Cc1ccc(C2=NOC(C)(c3nnc(-c4ccncc4)o3)C2)cc1 (configuration not stated)
 : 6 | -4 | 102 | 2 | 1.5 | -3 | 135* | -7 | 1 | 0.1
CO/N=C/C(NC(=O)c1ccc(C(F)(F)F)cc1)C(=O)OC (configuration not stated)
 : -1 | 0 | 96 | 7 | 2.2 | -1 | 4 | -2 | -1 | -0.1

Not all compounds are listed; count on the stated rates, not on these rows.
